Screening results as filed in PubChem BioAssay.
CF NFkB inh – cystic fibrosis NF-kB activation inhibition. KKLEB NF-kB-GFP reporter, PAF-induced, GFP fluorescence overnight. inhibition, % at 5 µM. 360,000 tested, 0.86% active. AID 588850;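 active = at least 50% inhibition at 5 µM, scaled per plate between neutral and stimulator controls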;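 also: PAF is a Pseudomonas aeruginosa culture filtrate used as stimulus; plate controls were PAF-stimulated DMSO wells for no effect and unstimulated DMSO wells for full effect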
NR2E3 ag-1 – NR2E3 (human) agonism. Q9Y5X4. GST-NR2E3/biotin-RetCOR TR-FRET, 1536-well. inhibition of corepressor binding, % at 4.78 µM. 320,000 tested, 0.12% active. AID 2300;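 active = percent inhibition above the cutoff of mean plus 3 SD of all tested compounds, set per screening campaign, cut at about 20% in these data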;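 also: 0% = DMSO wells and 100% = biotin wells as full block of FRET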
Target sequence (Q9Y5X4 whole entry, looked up): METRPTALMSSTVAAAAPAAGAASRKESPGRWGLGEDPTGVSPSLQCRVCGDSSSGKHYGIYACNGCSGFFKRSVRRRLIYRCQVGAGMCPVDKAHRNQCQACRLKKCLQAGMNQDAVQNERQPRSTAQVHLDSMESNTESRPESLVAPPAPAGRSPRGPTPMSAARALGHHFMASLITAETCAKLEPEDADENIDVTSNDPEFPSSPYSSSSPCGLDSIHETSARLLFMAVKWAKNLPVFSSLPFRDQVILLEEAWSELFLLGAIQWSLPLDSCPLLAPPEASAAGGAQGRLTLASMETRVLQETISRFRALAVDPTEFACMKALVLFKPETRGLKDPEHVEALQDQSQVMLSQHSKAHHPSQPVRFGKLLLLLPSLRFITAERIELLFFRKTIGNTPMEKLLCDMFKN
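Material: NR2E3–RetCOR corepressor complex | Quantity: 1.35 nM GST-tagged NR2E3 final | Schedule: 5 h at 4 °C | Replication: Singlicate compound wells | Reagent: RetCOR corepressor, biotinylated, 7 nM | Controls: Biotin wells as high control, 0.6% DMSO wells as low control | Signal: TR-FRET, Eu(K)-anti-GST donor, streptavidin-D2 acceptor, ex 340, em 617/671 nm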
Peg3 promoter – inhibitors of Peg3 promoter. 360,000 tested, 1.7% active. HeLa PEG-Prom luciferase reporter, luminescence, overnight. AID 588405. inhibition, % at 20 µM;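 active = inhibition of at least 50% at 20 µM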
NR2E3 ag-2 – agonists of human NR2E3 nuclear receptor; CHO-S Gal4-NCOR/VP16-NR2E3 two-hybrid, luciferase; inhibition of corepressor binding, % at 3.98 µM; 360,000 tested, 0.35% active; AID 602229;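 active = inhibition above the mean of all tested compounds plus 3 SD, cut at about 70% in these data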;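 also: 0% = DMSO with NR2E3 transfected cells and 100% = cells lacking NR2E3 construct; higher means lower luciferase signal from less NR2E3 corepressor binding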
KKLEB tox – reduces viability of KKLEB cystic fibrosis airway cells. KKLEB CF airway cells viability, ATPlite luminescence, overnight; active compounds read low; cells stimulated with P. aeruginosa culture filtrate. activity change (cytotoxicity), % at 5 µM. 360,000 tested, 0.36% active;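 active = corrected activity change at or below -50% at 5 µM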
C8 TRAIL sens – sensitizes caspase-8 expressing cells to TRAIL. 360,000 tested, 1% active. NB7+C8 cells + TRAIL, ATPlite viability luminescence. inhibition (viability loss, TRAIL sensitization), % at 10 µM;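 active = compounds causing at least 50% loss of cell viability in the single-dose screen, relative to plate controls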
HIF-2a block – blocks HIF-2a reporter activity. inhibition, % at 18.8 µM. 360,000 tested, 0.72% active. 786-0 RCC cells HIF-2a reporter, luciferase luminescence, overnight. AID 624352;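 active = inhibition of the luminescence signal of 40% or more relative to plate controls, in a single-dose primary screen at 18.75 µM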
MITF TRPM1 inh – inhibitors of MITF-driven TRPM1 promoter in melanoma cells; 330,000 tested, 0.83% active; AID 488899; inhibition, % at 12.5 µM; SK-MEL-5 TRPM1 promoter luciferase, 24 h;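 active = mean inhibition across replicates of 60% or more, whatever share of single replicates reaches that level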; also: values of inactives mirror those of a sister screen read the other way
Shn3 3UTR inh – reduces Shn3 3'UTR luciferase signal in osteoblasts; Clone20 osteoblast Shn3 3'UTR firefly luciferase, 24 h; inhibition, % at 12.5 µM; 360,000 tested, 0.52% active;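 active = mean inhibition of at least 75% with every replicate also reaching 75%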;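 also: 0% = median of neutral control wells and 100% = pilot-screen positive control compound; some compounds past the cut are filed as inactive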
TROY NFkB inh – blocks TROY-dependent signaling in reporter cells. Q293 LMP1-TROYcd NF-kB luciferase reporter, 4 h. inhibition, % at 10 µM. 360,000 tested, 0.98% active;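 active = compounds whose plate-normalised and pattern-corrected inhibition of the luciferase reporter signal at the single screening dose is 50% or more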
TWEAK-Fn14 inh – TWEAK-Fn14 signaling inhibition; TWEAK-stimulated Fn14 reporter cells, luciferase luminescence, 8 h; inhibition, % at 10 µM; 360,000 tested, 2% active; in the data active = inhibition above about 50%
The depositor's hits bear a star; · = no result given. A portion of the library. The share of hits here may be higher or lower than overall.

#	canonical_smiles	CF NFkB inh	NR2E3 ag-1	Peg3 promoter	NR2E3 ag-2	KKLEB tox	C8 TRAIL sens	HIF-2a block	MITF TRPM1 inh	Shn3 3UTR inh	TROY NFkB inh	TWEAK-Fn14 inh
1	COc1ccc(S(=O)(=O)N2CCOCC2)cc1NC(=O)COC(=O)CCOc1ccc(C)cc1	-8	-4	13	3	-2	-8	1	-11	-21	4	-17
2	COc1cc(C(=O)Nc2ccc(S(=O)(=O)N3CCc4ccccc43)cc2)cc(OC)c1OC	-47	2	31	-7	12	-13	2	16	2	-9	26
3	CCOC(=O)C1CCCN(C(=O)c2ccc(C)cc2O)C1 (stereo not given)	-7	0	18	-17	1	-15	10	4	-6	-5	12
4	Cc1nc2c(c(=O)c3ccccc3n2C)c(=O)n1C1CCCCCC1	-3	-1	-95	-26	-13	1	-94	-36	-19	-30	-11
5	CC(Oc1ccccc1F)C(=O)NNC(=O)Cc1ccc(S(=O)(=O)N2CCOCC2)s1 (stereo not given)	11	·	-10	-16	-16	-10	-2	-4	-8	-8	14
6	Oc1ccc(C[C@@H]2CNC(=S)N2CCCCC2CCCCC2)cc1	32	2	-2	5	4	13	-53	-24	-3	3	0
7	O=C(NCCN1CCN(c2ccccc2Cl)CC1)Nc1ccccc1	8	1	3	-14	-6	2	10	0	-13	-8	-10
8	CCOc1ccc(C(=O)Nc2cc(C)on2)cc1OCC	-17	3	-10	-6	7	-12	-1	-18	-2	5	-8
9	Cc1cc(C)cc(Nc2ncnc3nc[nH]c23)c1	21	4	-49	-5	-11	-8	-73	-22	-22	-25	4
10	Cc1ccc2oc(-c3cccc(NC(=O)/C=C/c4cccc([N+](=O)[O-])c4)c3C)nc2c1	-5	-3	-230	-112	-18	19	-143	-34	6	21	37
11	Cc1ccccc1S(=O)(=O)/N=C(/Nc1nc2ccccc2s1)c1ccccc1	25	·	-175	-100	15	26	-248	-96	-155	-26	6
12	COc1ccccc1C1/C(=C(/O)c2cnn(-c3ccccc3)c2C)C(=O)C(=O)N1CCN(C)C (stereo not given)	-7	·	13	-20	7	29	6	-23	-1	6	21
13	CC(C)N1CCC(=NNc2ccc([N+](=O)[O-])cc2S(=O)(=O)N2CCOCC2)CC1	0	1	35	-2	2	1	19	7	1	25	-26
14	CC(=O)c1cccc(NC(=O)N2CCCC2C(=O)NCc2ccc(F)cc2)c1 (stereo not given)	9	-2	0	0	-10	12	13	-3	-11	11	3
15	CCOC(=O)N1CCN(C(=O)CCc2ccc(S(=O)(=O)NC(C)C)cc2)CC1	7	·	12	-23	-2	2	13	0	-7	-4	6
16	Cc1ccc(NC(=O)/C(=C/c2cccc(Br)c2)NC(=O)c2ccco2)cc1	-20	2	17	-5	14	0	23	0	20	-1	23
17	Cn1cccc1C1(C(F)(F)F)NCCNC1=O (stereo not given)	-2	0	-4	-7	1	7	0	-5	-12	2	-8
18	O=C(N/C(=C/c1ccc(Br)cc1)C(=O)N1CCCCC1)c1ccccc1F	11	-1	26	-13	-10	-2	5	-9	2	2	1
19	COc1cccc(CNC(=O)CCCn2nc(C)c3c(C)n(-c4ccc(C)cc4)nc3c2=O)c1OC	6	0	15	15	4	-1	19	34	5	16	23
20	O=C(O)c1ccccc1NCc1ccncc1	-8	-3	11	-13	2	-16	-1	1	-16	-6	-7
21	CSCCC(NC(=O)c1ccc(Cl)cc1Cl)C(=O)OC1CCCCC1=O (stereo not given)	-6	-3	3	10	3	8	9	10	1	0	-8
22	NC(=O)C1CCN(C(=O)COc2ccc3ccc(=O)oc3c2)CC1	3	-2	3	-14	-4	9	5	-2	1	2	-22
23	CCc1nnc(NC(=O)CSc2nnc(-c3ccco3)n2C)s1	-3	3	-5	-8	2	-32	-4	-5	-36	0	-11
24	CCC(CC)C(=O)N(C)c1c(C)nc2c(OCC=C(C)C)cccn12	-14	·	3	-14	-19	1	24	·	17	10	-20
25	N#Cc1cccc(NC(=O)CCn2ccnc2)c1	10	3	20	-7	-22	12	4	0	13	10	11
26	COc1ccccc1NC(=S)N(CCCN1CCOCC1)Cc1ccccn1	-6	-5	4	-11	8	-7	10	2	-7	1	-16
27	Cc1cnn(CCC(=O)NNC(=S)Nc2ccc(F)cc2)c1	7	1	2	-5	-1	-15	2	-1	10	9	-8
28	COc1cc(C(=O)Nc2cc(OC)c(OC)c(OC)c2)ccc1OCc1c(C)noc1C	-32	·	-6	-27	0	12	-4	1	1	16	-2
29	CC1CCN(c2nc(-c3ccco3)c3c(c2C#N)CC(C)(C)OC3)CC1	-9	3	2	-35	6	-2	4	-11	2	-6	-19
30	COCCn1c(C)cc(/C=C2/SC(=O)N(CC(=O)N3CCCC3)C2=O)c1C	-4	3	-48	-11	-8	8	-16	-12	-20	7	-10
31	O=[N+]([O-])c1ccc(N2CCCCC2)cn1	10	3	-37	-7	-9	-3	-43	-37	-1	-14	-8
32	CCN(CCN(C)C)C(=O)c1ccc2c(c1NCCO)C(=O)c1ccccc1C2=O	4	-6	-13	19	3	11	-3	0	-16	-31	-3
33	O=[N+]([O-])c1cc(F)cc(F)c1Nc1cc(F)cc(F)c1	-5	·	9	-1	2	-5	13	-10	0	-4	0
34	CC(=O)N1CCN(C(=O)c2cc3ccccc3o2)CC1	-6	4	-8	4	4	-10	-4	-8	-5	-20	19
35	CC(C)n1ncc(C(N)=O)c1N	2	-3	9	-4	3	-5	7	3	8	-1	-8
36	COCC(=O)NC1CCN(C(=O)Nc2ccc(Br)cc2)CC1	0	2	18	17	14	-6	5	-1	11	13	-2
37	CC(Sc1ncnc2ccccc12)C(=O)Nc1ccc2c(c1)OCO2 (stereo not given)	-2	-4	-22	29	-9	-7	-25	0	12	-25	11
38	CCCC(NC(=O)COc1cc2c(c3oc(=O)cc(C)c13)CCC(C)(C)O2)C(=O)O (stereo not given)	-12	0	19	-23	15	-3	4	14	5	5	2
39	Cn1ccc(=Nc2ccc(NC(=O)c3ccc(N=c4ccn(C)c5ccc([N+](=O)[O-])cc45)cc3)cc2)cc1	-1	7	28	-19	19	8	6	-11	39	-12	12
40	COc1cc(S(=O)(=O)NCCCN2CCOCC2)ccc1-n1cnnn1	0	-3	0	6	6	7	18	-7	8	9	27
41	CC(=O)c1sc2nsc(SCCN3CCOCC3)c2c1N	-7	-4	3	-12	9	14	14	·	·	15	-5
42	O=C1CCCN2N=C(SCC(=O)Nc3nccs3)SC2=N1	-3	-1	-9	3	6	-3	6	-1	-5	1	-2
43	Cc1ccc2c(c1)N(CC(=O)NC1CCCC1)C(=O)c1cccnc1O2	2	1	13	-20	4	2	6	·	-13	-2	0
44	Cc1nc2ccc(S(=O)(=O)NCC(=O)NCCN3CCCCC3C)cc2s1 (stereo not given)	-4	-2	-1	13	-2	-1	20	4	-11	43	17
45	CSc1ccc(NC(=O)NCCCN2CCC(Cc3ccccc3)CC2)cc1	0	-1	66*	-5	-6	15	7	0	-49	-21	-8
46	CCCNc1nc(Cl)nc(NCc2cccnc2)n1	12	-5	11	-16	-2	0	16	-1	13	7	7
47	O=C(C1CC(c2ccc(F)cc2)=NO1)N1CCc2ccccc2C1 (stereo not given)	10	-1	-114	-10	-14	4	-138	-36	-6	-43	-14
48	O=C(O)c1ccc(NC(=O)C2CCCCC2)cc1	4	-3	-12	-1	3	3	-2	-6	-2	-9	-8

Fetched one by one from the entries so far:
#	canonical_smiles	CF NFkB inh	NR2E3 ag-1	Peg3 promoter	NR2E3 ag-2	KKLEB tox	C8 TRAIL sens	HIF-2a block	MITF TRPM1 inh	Shn3 3UTR inh	TROY NFkB inh	TWEAK-Fn14 inh
43	Cc1ccc2c(c1)N(CC(=O)NC1CCCC1)C(=O)c1cccnc1O2	2	1	13	-20	4	2	6	·	-13	-2	0
42	O=C1CCCN2N=C(SCC(=O)Nc3nccs3)SC2=N1	-3	-1	-9	3	6	-3	6	-1	-5	1	-2

New compounds follow
#	canonical_smiles	CF NFkB inh	NR2E3 ag-1	Peg3 promoter	NR2E3 ag-2	KKLEB tox	C8 TRAIL sens	HIF-2a block	MITF TRPM1 inh	Shn3 3UTR inh	TROY NFkB inh	TWEAK-Fn14 inh
49	CCOc1ccccc1-n1c(SCC(N)=O)nnc1-c1cccnc1	-9	3	-1	8	6	-11	4	-3	2	20	20
50	CCOC(=O)N1CCN(C(c2ccc(C(C)C)cc2)c2sc3nc(C)nn3c2O)CC1 (stereo not given)	5	3	18	-26	5	37	-4	·	-29	14	-10
51	S=C(NCc1cccc(Cl)c1)NCc1ccco1	-1	·	-13	-24	-1	-5	5	14	15	21	-14
52	CC(=O)c1ccc(NC(=O)COC(=O)CCC2CCCC2)cc1	-6	·	-12	-16	-10	3	3	8	-11	-7	16
53	CCOC(=O)N1CCC(n2c(SCC(=O)OCc3ccccc3)nc3ccsc3c2=O)CC1	0	-3	24	-38	5	30	17	2	9	7	14
54	COc1c(C)cc(C(=O)C2CCCN(C(=O)/C=C/c3ccccn3)C2)cc1C (stereo not given)	1	2	-7	-6	-7	-14	-22	0	-26	9	-2
55	N#C/C(=C\c1cccc([N+](=O)[O-])c1)C(=O)Nc1cccnc1	-7	1	14	-21	12	-8	12	5	1	-3	2
56	CCOc1cc(CNc2ccc(N3CCCC3)cc2)cc(Cl)c1OC	-8	-6	29	-4	-2	-9	-29	32	-3	32	59*
57	Cc1cccc(OCc2nc(C#N)c(N3CCCC3)o2)c1	3	5	-1	10	-5	6	0	4	0	-12	-20
58	COc1ccc(-c2[nH]ncc2CN2C[C@@H]3CCC[C@H]2C3)c(F)c1	18	2	3	-2	-16	0	-1	14	-7	-14	-7
59	CC(=O)c1cc2c(cc1NC(=O)CN1CCN(c3ccc(F)cc3)CC1)OCO2	-6	0	6	-2	1	-1	10	1	12	14	11
60	Cn1cc(CN2CCN(Cc3cccnc3)CC2)c(-c2ccc3c(c2)OCCO3)n1	5	6	-17	18	8	-6	-1	-10	-5	-18	-2
61	N#Cc1c(SCC(=O)Nc2nc3ccccc3s2)sc2c(O)cc(=O)[nH]c12	-6	4	-36	-31	-22	28	-52	9	-18	31	19
62	Cc1ccc(-n2nnnc2SCc2nnc(-c3ccccc3Br)o2)c(C)c1	-3	3	8	-2	0	-11	-2	3	28	33	24
63	CCOc1ccc(C(=O)Nc2ccncc2)cc1	22	2	-67	5	-18	17	-110	-40	20	-32	4
64	COc1ccc2[nH]c(=O)c(CN(c3ccccc3)S(=O)(=O)c3ccccc3)cc2c1	-22	2	4	15	12	14	17	3	8	20	17
65	O=C(CCc1cnccn1)NC1CCCc2c1cnn2-c1ccc(F)cc1F (stereo not given)	15	2	-10	-31	-6	16	7	-4	9	2	24
66	Cc1ccccc1Nc1nc(NCc2ccco2)c2ccccc2n1	16	1	-145	-44	-11	23	-239	-24	71	-19	24
67	O=C(N=C1SC2CS(=O)(=O)CC2N1c1cccc(Cl)c1Cl)C1CC1 (stereo not given)	2	-2	18	-3	9	8	5	21	-3	-6	-7
68	COc1ccc(CCNC(=O)C(Sc2ccccn2)c2ccccc2)cc1OC (stereo not given)	10	1	2	-40	-17	7	-1	0	27	3	-5
